ROCK2 blocker = inhibitors of human ROCK2 kinase, primary screen, biochemical, high-throughput, luminescence; inhibition, % at 6 µM; 60,000 compounds, 0.35% hits; purified ROCK2, Kinase-Glo ATP depletion luminescence; AID 604, 2007;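 active = inhibition above the screen-wide mean inhibition plus 3 SD, cut at about 18% in these data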;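 note: plate controls were DMSO wells for no effect and Y-27632 control wells after no-enzyme background subtraction for full effect; many of its hits are not listed in these tables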
Target sequence (O75116 whole entry, looked up): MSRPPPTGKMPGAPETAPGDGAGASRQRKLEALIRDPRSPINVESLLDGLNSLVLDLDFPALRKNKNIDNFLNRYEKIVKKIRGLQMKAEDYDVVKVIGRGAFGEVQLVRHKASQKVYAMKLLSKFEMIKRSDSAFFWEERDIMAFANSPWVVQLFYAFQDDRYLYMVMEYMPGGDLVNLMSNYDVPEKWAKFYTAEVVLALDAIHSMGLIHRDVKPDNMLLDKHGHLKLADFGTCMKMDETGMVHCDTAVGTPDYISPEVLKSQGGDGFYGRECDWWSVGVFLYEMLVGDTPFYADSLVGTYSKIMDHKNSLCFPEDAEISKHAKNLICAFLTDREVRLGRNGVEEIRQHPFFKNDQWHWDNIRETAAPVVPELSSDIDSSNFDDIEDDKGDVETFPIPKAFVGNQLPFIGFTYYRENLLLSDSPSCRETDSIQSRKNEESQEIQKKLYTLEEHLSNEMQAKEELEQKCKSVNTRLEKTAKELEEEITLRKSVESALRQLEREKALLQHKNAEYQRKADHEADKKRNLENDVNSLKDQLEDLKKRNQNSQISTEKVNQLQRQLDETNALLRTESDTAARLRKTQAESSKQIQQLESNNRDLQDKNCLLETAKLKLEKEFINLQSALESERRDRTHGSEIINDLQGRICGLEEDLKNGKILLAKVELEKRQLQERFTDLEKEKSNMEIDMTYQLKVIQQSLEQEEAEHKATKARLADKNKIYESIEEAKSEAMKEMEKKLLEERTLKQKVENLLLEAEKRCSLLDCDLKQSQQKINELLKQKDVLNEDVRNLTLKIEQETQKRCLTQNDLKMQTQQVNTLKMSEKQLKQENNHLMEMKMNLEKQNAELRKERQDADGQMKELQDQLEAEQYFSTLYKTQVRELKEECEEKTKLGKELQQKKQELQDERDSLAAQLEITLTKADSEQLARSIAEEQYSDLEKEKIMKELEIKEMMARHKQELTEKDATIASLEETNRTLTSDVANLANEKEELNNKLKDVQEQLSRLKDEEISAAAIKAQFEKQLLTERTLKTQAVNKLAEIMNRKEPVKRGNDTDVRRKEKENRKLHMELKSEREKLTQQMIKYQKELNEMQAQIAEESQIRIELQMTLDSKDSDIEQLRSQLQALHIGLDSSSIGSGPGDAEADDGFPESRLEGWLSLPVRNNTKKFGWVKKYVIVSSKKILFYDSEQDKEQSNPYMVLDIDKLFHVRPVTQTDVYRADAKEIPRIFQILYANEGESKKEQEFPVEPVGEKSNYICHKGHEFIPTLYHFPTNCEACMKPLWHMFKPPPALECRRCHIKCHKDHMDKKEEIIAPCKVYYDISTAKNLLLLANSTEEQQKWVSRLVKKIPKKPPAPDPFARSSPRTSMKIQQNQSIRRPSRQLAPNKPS
Fluor 339 460 = intrinsic fluorescence of library compounds, ex339/em460 – biochemical, MLSMR library, data from DPM-DC assay, artefact control, profiling panel; compound autofluorescence, ex339/em460 nm, NADH buffer; hits give high values; 1 = no-compound wells, NADH background; fluorescence fold increase at 10 µM; 65,000 compounds, 5.5% hits; AID 709, 2007;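 active = at 10 µM, mean starting fluorescence two-fold or more over control wells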;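 note: signal is the first read of a kinetic run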
Abs 340nm = compound light absorbance at 340 nm, profiling panel, artefact control, biochemical, MLSMR library, data from PS, PMK, MK assays; 65,000 tested, under 10 active; fold change at 10 µM; AID 708, 2007; compound absorbance at 340 nm, fold over control;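 active = at 10 µM dose, initial 340 nm absorbance at least 2 fold that of control wells; inactive = change under 2 fold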;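 note: initial absorbance extrapolated from kinetic A340 decline of NADH oxidation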
Ecoli tolC = growth inhibitors of E. coli tolC mutant, primary screen, strain BW25113 ΔtolC::kan, 384-well; growth inhibition, % at 10 µM (by protocol); 65,000 compounds, 2.2% hits; OD615;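 active = growth inhibition at or above a cutoff equal to the mean over every tested compound plus 3 SD, cut at about 60% in these data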;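 note: growth measured after 20 h incubation at 37 °C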
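Signal: optical density read at 615 nm; Assay system: E. coli ΔtolC::kan strain BW25113; Times: 20 h incubation with compound, 37 °C; Dosing: 10 µM final, single dose.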
HEK293 NFkB inh = inhibitors of PMA/ionomycin-induced NF-kB reporter, primary screen, antigen receptor NF-kB inhibitor project, cell-based, HEK-293 luciferase reporter, luminescence | HEK-293 NF-kB luciferase reporter | inhibition, % at 3 µM | 62,000 compounds, 0.21% hits | AID 465, 2006;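 active = inhibition above the mean of all tested compounds plus 3 SD, cut at about 40% in these data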;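 note: 0% = stimulated DMSO wells and 100% = 10 µM reference inhibitor 5653914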
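System: NF-kB luciferase reporter HEK-293 cells | Replication: Single test | Control set: DMSO vs reference inhibitor | Evaluation: % inhibition | Schedule: 1 h pretreatment, 16 h stimulation, 37 °C | Probe or stimulus: PMA with ionomycin | Compound dosing: One dose, 3 µM | Detection: Luciferase luminescence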
PKA kinase inh = inhibitors of human PKA kinase activity, primary screen, biochemical, ATP-depletion luminescence, Kemptide substrate; 65,000 compounds, 0.1% hits; inhibition, % at 6 µM; AID 524, 2006; PKA Kemptide phosphorylation, Kinase-Glo ATP luminescence;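 active = inhibition above the screen-wide mean inhibition plus 3 SD, cut at about 21% in these data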; note: many of its hits are not listed in these tables
MMP13 inh = human MMP13 inhibitors, primary screen, biochemical, FRET peptide cleavage; Collagenase 3 (Homo sapiens), P45452; 65,000 compounds, 0.07% hits; MMP-13 fTHP FRET cleavage, Mca fluorescence; inhibition, % at 4 µM;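 active = inhibition above the mean of compound-free control plate wells plus 3 SD, cut at about 14% in these data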;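 note: 0% = DMSO wells and 100% = wells with reference MMP-13 inhibitor after basal subtraction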
JNK3 blocker = JNK3 kinase activity inhibitors, primary screen, biochemical, human, purified enzyme. 60,000 compounds, 0.61% hits. HTS. inhibition, % at 8 µM; in the data active = inhibition above about 17%;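 note: 0% = DMSO and 100% = reference inhibitor; many of its hits are not listed in these tables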
NADH enzymes = inhibitors of PK/LDH coupling enzymes, profiling panel, artefact control, biochemical, MLSMR library. coupled PK/LDH NADH assays, four targets. IC50, µM (top dose mostly 10 µM), without a hit: at the top dose inhibition. 65,000 compounds, 0.02% hits. AID 774, 2007;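 active = single-dose screening hits from any of four coupled enzyme assays that gave an IC50 when retested across doses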;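 note: the DPM-DC format reads NADH fluorescence rather than 340 nm absorbance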
* marks the source's active call; other numbers are inactive results; x = no result given; [ ] = another dose, or the depositor's remark.

SMILES	ROCK2 blocker	Fluor 339 460	Abs 340nm	Ecoli tolC	HEK293 NFkB inh	PKA kinase inh	MMP13 inh	JNK3 blocker	NADH enzymes
O=C(CNS(=O)(=O)c1cccs1)N1CCN(c2ccccn2)CC1	-0.7	1.23	1.05	-5.0	15.9	5.8	-4.0	-7.1	3.0%
Cc1cc(Cl)c(S(=O)(=O)NCC2CCCO2)cc1OCC(N)=O (stereo unspecified)	8.0	1.01	1.02	-21.9	-0.2	6.0	3.7	2.7	2.0%
CCOc1ncccc1C(=O)NCC1COc2ccccc2O1 (stereo unspecified)	-0.9	1.1	1.03	9.8	13.6	6.9	-7.2	9.9	1.0%
COc1ccccc1S(=O)(=O)Cc1ccc(C(=O)NC2CCCCC2)o1	4.9	1.07	1	-5.5	8.5	4.9	-0.6	-0.9	4.0%
COc1cc(C2C(C#N)=C(C)NC3=C2C(=O)CC(C)(C)C3)cc(OC)c1O (stereo unspecified)	1.0	1.14	1.14	-1.9	16.4	11.8	1.1	-0.6	12.0%
COc1ccccc1CNC(=O)COC(=O)c1cnccn1	4.0	1.07	0.98	-25.8	14.8	12.4	-1.8	6.5	3.0%
O=S(=O)(c1cccc(-c2nn3c(-c4ccncc4)nnc3s2)c1)N1CCOCC1	5.1	1.07	1.01	-17.4	1.2	4.5	7.2	2.0	4.0%
CCOC(=O)c1cnc(-n2nc(C)cc2C)nc1Nc1ccc(N(C)C)cc1	3.8	1.02	1	78.3*	11.8	9.6	-3.6	-6.3	5.0%
CC(=NC1CCCC1)c1c(C)[nH]n(-c2nc3ccccc3s2)c1=O	11.9	1.01	1.02	-2.7	x	5.5	-1.1	-2.0	0.0%
Cn1c(=O)c2c(ncn2CC(=O)Nc2ccccc2Sc2ccccc2)n(C)c1=O	2.3	1.09	1.03	7.7	7.1	6.0	-1.2	-3.2	8.0%
CCOC(=O)CC(=O)CSc1ncnc2c1cnn2-c1ccccc1	3.8	1.11	1.03	-0.7	0.5	11.8	-2.4	1.6	9.0%
CC(C)Cc1nc2oc3c(=O)[nH]cnc3c2c2c1CCC2	7.4	1.38	0.99	x	8.3	-1.9	-35.5	-7.2	11.0%
CCOC(=O)N1CCN(C(=O)CSc2ncccn2)CC1	-0.5	1.05	1.03	-10.2	8.7	7.9	6.0	-2.7	6.0%
CCc1nnc(NC(=O)CCC(=O)N2CCN(CCOc3ccc(C)cc3)CC2)s1	2.1	1.1	1.04	-0.6	5.6	3.5	-11.6	-5.2	5.0%
O=C(CCN1CCN(c2ccccc2F)CC1)c1ccc(Br)cc1	2.3	1.25	1.02	-8.4	20.6	-3.2	1.1	-0.5	8.0%

Next part, starting with the last three of the part before.
SMILES	ROCK2 blocker	Fluor 339 460	Abs 340nm	Ecoli tolC	HEK293 NFkB inh	PKA kinase inh	MMP13 inh	JNK3 blocker	NADH enzymes
CCOC(=O)N1CCN(C(=O)CSc2ncccn2)CC1	-0.5	1.05	1.03	-10.2	8.7	7.9	6.0	-2.7	6.0%
CCc1nnc(NC(=O)CCC(=O)N2CCN(CCOc3ccc(C)cc3)CC2)s1	2.1	1.1	1.04	-0.6	5.6	3.5	-11.6	-5.2	5.0%
O=C(CCN1CCN(c2ccccc2F)CC1)c1ccc(Br)cc1	2.3	1.25	1.02	-8.4	20.6	-3.2	1.1	-0.5	8.0%
O=C(c1nc2nc(-c3ccc(Cl)cc3)cc(C(F)(F)F)n2n1)N1CCOCC1	-2.6	3.18*	1.14	-8.3	-2.2	-4.6	-31.4	-5.5	10.0%[fluoresces]
Cc1nc(C)c(C(=O)Nc2cccc(Cl)c2)o1	4.0	1.07	0.98	-4.0	7.1	6.3	-5.8	2.6	8.0%
CCn1c(C(=O)NCCCc2ccccc2)cc2sccc21	7.1	1.17	1	80.6*	16.8	2.6	-5.9	1.1	4.0%
Cc1ccc(CNC(=O)c2ccc(Cn3nc(C)c(Cl)c3C)o2)cc1	-5.1	1.22	1.01	54.5	20.0	2.3	0.7	1.3	2.0%
COc1ccc(-c2cc(C(=O)Nc3cc(OC)c(OC)c(OC)c3)no2)cc1OC	4.1	1.05	1.01	-2.4	3.3	5.8	1.1	5.1	5.0%
Cn1cc(S(=O)(=O)N2CCN(C(=O)c3ccco3)CC2)c(=O)n(C)c1=O	-1.7	1.04	1.04	-6.3	10.3	1.2	-0.8	7.8	2.0%
C=C(Br)Cn1c(CCC)nc2ccccc21	4.9	1.1	1.01	1.6	12.8	9.4	2.4	3.4	4.0%
Cc1ccc(NC(=O)CN(c2ccc3c(c2)OCO3)S(=O)(=O)c2c(C)n[nH]c2C)cc1	6.9	1.01	0.97	-5.0	4.6	9.3	1.2	5.2	4.0%
CCN1C(=O)/C(=C\N2CCN(c3ccccc3)CC2)SC1=S	3.5	1.08	1.04	11.8	22.2	-3.8	3.4	-0.9	6.0%
COc1cc(N)ccc1Cc1ccc(N)cc1OC	-1.0	1.13	1.01	10.1	14.3	4.4	4.9	-9.0	8.0%
Cc1nn(Cc2ccccc2)c(C)c1NC(=O)CSc1nnc(-c2cc(Cl)ccc2O)n1C	1.6	1.1	1.05	12.1	21.8	9.7	5.2	7.3	3.0%
O=C1CC(N(O)C2CC(=O)N(Cc3ccccc3)C2=O)C(=O)N1Cc1ccccc1 (stereo unspecified)	4.1	1.08	1.01	8.1	x	4.0	-2.9	-3.5	4.0%
Cc1ccc(Cl)c(OCC(O)CN(CCO)CCO)c1 (stereo unspecified)	3.5	1.07	1	-8.4	-1.6	6.4	3.4	2.8	10.0%
COc1ccc(-c2nnc(NC(=O)c3ccccc3C)o2)cc1	5.3	0.8	1.03	100.0*	-9.6	8.6	0.7	-4.7	8.0%
Cn1c(=O)[nH]c(=O)c2c1nc(CN1CCN(c3cccc(Cl)c3)CC1)n2CCCc1ccccc1	2.5	1.13	1.07	6.7	7.8	3.8	1.8	-4.0	4.0%
Cc1ccc(C)c(OCCCCCn2ccnc2)c1	-1.8	1.04	1.04	21.7	6.7	-6.8	2.4	-3.6	4.0%
Cn1c(=O)n(C)c2cc(CNc3ccc(N4CCOCC4)c(C(=O)O)c3)ccc21	-3.7	1.66	1	-7.2	14.3	14.0	-1.4	-7.0	5.0%
Cc1ccc(NC(=O)c2cccc(N3C(=O)CCC3=O)c2)nc1	6.5	1.1	1.02	0.5	-0.2	9.2	-2.0	-3.6	3.0%
CCSc1nnc(-c2ccccc2N)c(=O)[nH]1	8.3	1.08	1.07	-5.6	8.9	12.4	3.4	-1.8	5.0%
CN1CCN(S(=O)(=O)c2ccc(Br)s2)CC1	-2.6	1.12	1.03	-7.8	-0.5	2.0	-3.4	-7.5	6.0%
CC(=O)c1c(C)n([O-])c2ccccc2[n+]1=O	2.7	1.13	1.07	97.5*	12.7	-3.9	1.7	-1.6	5.0%
Cc1ccc(CN2C(=O)CCC2C(=O)NCCCN2CCOCC2)cc1 (stereo unspecified)	5.7	1.02	0.99	-16.2	24.3	8.8	-1.2	1.7	6.0%
O=C(CSc1nc(O)cc(=O)[nH]1)N1CCCc2ccccc21	x	1.08	0.97	-18.6	20.5	2.3	-2.4	x	11.0%
CCOc1nc(CC)nc(NC(=O)NS(=O)(=O)c2ccccc2Cl)n1	-12.4	1.1	1.05	-12.5	7.4	-0.8	-9.9	6.1	13.0%
CC(=O)Nc1cccc(NC(=O)CSc2nnnn2C)c1	7.3	1.07	1	-16.3	-10.3	10.5	4.7	1.7	2.0%
COc1ccc(N2CCN(C(=O)c3ccc4nc(N5CCCCC5)sc4c3)CC2)cc1	-2.9	1.12	1.06	12.2	5.9	-10.2	-1.6	-2.4	4.0%
N#Cc1cnn(Cc2ccccc2)c1/N=C/N1CCOCC1	0.6	1.08	1.05	-7.8	26.4	-2.3	-2.0	5.1	5.0%
Cc1cc(C)c2[nH]c(=O)c(CN(CC3CCCO3)C(=O)c3cnccn3)cc2c1 (stereo unspecified)	2.3	1.2	1.05	-4.4	8.6	5.0	-1.3	-4.6	7.0%
CCSc1nnc(NC(=O)c2ccccn2)s1	4.3	1	1.03	100.0*	-36.0	5.3	-10.5	0.8	1.0%
O=C(O)C1CC=CCC1C(=O)N1CCCC1 (stereo unspecified)	3.4	1.07	0.97	-8.6	13.3	5.9	-0.5	1.7	2.0%
COCCN1C(=O)c2oc3cc(C)c(C)cc3c(=O)c2C1c1ccc(O)cc1 (stereo unspecified)	4.5	1.04	1.03	-1.3	11.7	11.7	5.4	-6.0	7.0%
CCC(C)[C@H](NC(=O)N1CCCC1)C(=O)O (stereo partly specified)	4.4	1.01	1.01	-19.5	21.4	12.1	2.0	0.8	13.0%
Cc1ccc2nc3n(c(=O)c2c1)CCC3	2.1	1.03	1.01	-7.2	8.8	10.6	-3.4	-2.1	4.0%
Cc1occc1C(=O)NCCCCNC(=O)c1ccoc1C	8.6	1.03	1.05	-21.3	12.5	8.7	-1.3	5.3	3.0%
Cc1ccc(S(=O)(=O)NC2=NCN(CCN3CCOCC3)CN2)cc1	5.7	1.12	1.02	-30.7	-4.6	7.1	-1.3	1.5	4.0%
CN(C)C(CNC(=O)CCCc1c[nH]c2ccccc12)c1ccco1 (stereo unspecified)	4.1	1.28	1	5.1	26.1	9.3	-1.7	5.5	3.0%
COc1nc(Nc2nc3ccccc3c(=O)[nH]2)nc2ccc(C)cc12	3.3	1.07	1.1	1.1	29.8	3.7	-0.5	1.6	2.0%
CC(=O)c1ccc(N2CCN(C(=O)CCS(=O)(=O)c3ccc(C)cc3)CC2)cc1	2.2	1.22	1.12	6.4	-3.2	7.8	5.6	-8.2	5.0%
O=C(CSc1nc(O)c(Cc2ccccc2)c(=O)[nH]1)Nc1ccccc1	0.4	1.05	0.99	2.9	27.1	0.3	1.6	-1.2	2.0%
Cc1ccccc1Cc1c(C)nc2nc(SCC(=O)NCc3ccco3)nn2c1C	x	1.1	1.02	9.6	18.3	7.1	-0.6	x	7.0%
COc1ccc(C2C(=O)N(C3CCCCC3)CC(=O)N2C2CCCC2)cc1 (stereo unspecified)	x	1.17	1.03	4.2	7.6	7.2	0.7	x	3.0%
CCCn1c(SCC(=O)NCCc2ccc(Cl)cc2Cl)n[nH]c1=O	6.0	1.09	1.01	11.4	8.1	13.4	0.3	-1.4	3.0%
COCCC(=O)NC12CC3CC(CC(C3)C1)C2	7.5	1.1	1.02	-8.4	8.6	8.3	1.4	-8.8	3.0%
O=C(COc1ccc(S(=O)(=O)NC2CCCCC2)cc1)Nc1ccc2c(c1)OCCO2	2.1	1.04	1.05	13.3	20.1	6.0	-0.7	-1.7	9.0%
O=C1OC(NC(=O)c2ccccc2)C(N2CCOCC2)=C1Cl (stereo unspecified)	3.3	1.02	0.99	-17.1	13.7	4.6	0.4	0.0	7.0%
CC(=O)c1c(C)[nH]c(C(=O)NCCN2CCC(C)CC2)c1C	3.7	1.13	0.99	-32.7	16.2	5.3	3.8	10.5	6.0%

The list is partial, so the mix of outcomes need not match the whole.
